# H9c2 TAG inh – inhibitors of triacylglycerol accumulation, primary screen, cell-based, uHTS, fluorescence, H9c2; H9c2 cells, Nile Red lipid (TAG) fluorescence; cells loaded with 200 µM oleic acid; inhibition, % at 12.5 µM; 230,000 compounds, 0.66% hits;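 active = pattern-corrected inhibition of lipid staining of at least 50% with the nuclear-stain viability signal not falling by more than 50%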;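 also: 0% = DMSO wells and 100% = triacsin C control wells; some results filed as inactive read as strong as hits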
# H9c2 TAG inh DAPI viability – recorded beside H9c2 TAG inh, whose call it bears; DAPI nuclei signal change (viability), lower = more cytotoxic, %;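 whole-well DAPI fluorescence read on a plate reader as a viability signal; minus 50 percent equals half of cells still viable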
# Active calls of the source: *.
SMILES,H9c2 TAG inh,H9c2 TAG inh DAPI viability
CCOc1cc(N2CCOCC2)c(OCC)cc1NC(=O)CN1C(=O)NC(Cc2ccccc2)C1=O (configuration not stated),11,12
CCO[C@H]1OC(C(=O)N2CCN(C)CC2)=C[C@@H](c2ccc(C(F)(F)F)cc2)[C@@H]1CCCO,9,0
c1cncc(-c2cccnc2)c1,-5,1
Cc1ccc(NC(=O)COC(=O)c2nn(-c3ccc(Cl)cc3)cc2O)cc1,3,-3
O=c1[nH]c(Nc2ccccc2)cc2ccccc12,-8,13
COc1ccc(N(CC(=O)Nc2cccc(C(C)=O)c2)S(C)(=O)=O)cc1OC,-4,1
Cc1ccccc1NC(=S)N(Cc1ccccc1)Cc1cccnc1,-8,-2
Cc1sc2ncnc(NCc3cccs3)c2c1C,-71,4
COc1ccc2cc(C#N)c(SCC(=O)N3CCCC3)nc2c1,11,6
C=CC[C@H](CC(=O)NCCO)C(=O)NCCOC(=O)[C@@H](CC=C)CC(=O)OC(C)(C)C,-1,9
CCc1nc2ccc(C(=O)N(C)CCCN(C)C)cn2c1N(C=O)CCC(C)C,-7,7
CCN1C(=O)[C@H]2[C@@H](c3ccc(-c4cc(C(C)=O)cs4)cc3)N3CCC[C@@]3(C(=O)OC)[C@H]2C1=O,0,78
CCOc1ccccc1NC(=O)Nc1cnccn1,-12,-2
CCc1ccc(NC(=O)C(=O)NCCN2CCN(C(=O)c3ccco3)CC2)cc1,-7,-5
CCCNC(=O)CN1C(=O)NC(CCSC)C1=O (configuration not stated),7,-2
CCN(CC)Cc1ccc(OC)c(Cl)c1,-13,2
CCN(CC)CCNC(=S)NC(=O)c1cn(-c2ccccc2)nc1-c1ccc(OC)cc1,6,28
CCc1ccccc1NC(=S)N(Cc1cccs1)C1CCCC1,-8,6
O=C(CNc1cccc(S(=O)(=O)N2CCCCCC2)c1)Nc1cccc([N+](=O)[O-])c1,7,-7
CCCCN(C(=O)C(C)Oc1ccc(Br)cc1)c1c(N)n(Cc2ccccc2)c(=O)[nH]c1=O (configuration not stated),10,-7
Cc1cccc(N2CCN(C(c3ccccc3)c3nnnn3CC3CCCO3)CC2)c1C (configuration not stated),6,-5
C[C@@H]1CN([C@@H](C)CO)C(=O)CCCn2nncc2CO[C@H]1CN(C)C(=O)Nc1ccccc1F,5,-10
CC1CN(CCn2cnc3c(N)ncnc32)CC(C)O1 (configuration not stated),-6,-7
O=C(Nc1cccnc1)c1cccc(S(=O)(=O)N2CCCC2)c1,-11,7
COc1ccc(-c2c(-c3ccc4c(c3)OCO4)noc2C)cn1,1,1
# More entries
SMILES,H9c2 TAG inh,H9c2 TAG inh DAPI viability
CS(=O)(=O)N1CCC(C(=O)Nc2ccccc2Sc2ccccc2)CC1,8,4
O=C(Cn1c(=O)n(CCC(=O)N2CCc3ccccc3C2)c(=O)c2ccccc21)NCC1CCCO1 (configuration not stated),-5,4
O=C(c1ccc2nccnc2c1)N1CCN(c2cccc(C(F)(F)F)c2)CC1,3,-10
CC1=C([N+](=O)[O-])C(c2ccc3c(c2)OCO3)N(C)C(=O)N1C (configuration not stated),-8,2
COc1ccccc1-n1c(SCC(=O)Nc2cc(C)on2)nc2c([nH]c3ccccc32)c1=O,20,-7
C[C@H](CO)N1C[C@H](C)[C@H](CN(C)C(=O)Nc2cccc(Oc3ccccn3)c2)OCc2cnnn2CCCC1=O,-33,7
O=C(O)CCCCCNc1ncnc2ccc(Br)cc12,8,0
CCOc1ccc(C(=O)C(C)OC(=O)C2CCN(c3ccc(C(F)(F)F)cn3)CC2)cc1 (configuration not stated),-22,-4
CC(C)N=C(NS(=O)(=O)c1ccc(Br)cc1)c1ccc(Cl)cc1,-4,-12
CCCCNC(=O)COC(=O)c1ccc(N(C)C)cc1,5,-8
O=C(CSc1ccc2nnc(-c3cccnc3)n2n1)Nc1cccc(F)c1,-13,-2
CCN(CC(=O)Nc1ccccc1OC)C(=O)Cn1cnc2ccccc2c1=O,14,-7
COc1ccc(CCNC(=O)CSc2nc3[nH]ncc3c(=O)n2-c2ccccc2Br)cc1OC,1,9
O[C@@H]1CN(Cc2cccs2)[C@@H](c2ccc(Cl)cc2)C[C@H]1n1cc(C2CC2)nn1,-3,-3
COc1ccccc1NC(=O)c1ccc(CSc2ccccc2)o1,-5,-2
O=C(N/N=C/c1ccc([N+](=O)[O-])o1)C(=O)Nc1ccc(C(=O)O)cc1,0,7
O=C(Cc1ccc(S(=O)(=O)N2CCOCC2)s1)OCc1ccc(Cl)cc1,-5,6
COc1ccc(Br)c(C(=O)NNC(=O)c2ccc(NS(=O)(=O)c3cccs3)cc2)c1,1,5
COC(=O)c1ccc(-c2noc(CN3CCCC(CNC(C)=O)C3)n2)cc1 (configuration not stated),-21,-2
CC(=C/c1ccco1)/C=N/NC(=O)CSc1nnc(SCc2ccc(C)cc2)s1,-16,10
CC(=NNC(N)=O)C1CC2CCC1CC2 (configuration not stated),11,-4
C[C@H](CO)N1C[C@H](C)[C@@H](CN(C)S(=O)(=O)c2ccccc2)Oc2ccc(NC(=O)Nc3ccc4c(c3)OCO4)cc2C1=O,-8,-5
CC(=O)OC[C@H]1O[C@@H](n2ncc(=O)[nH]c2=O)[C@H](OC(C)=O)[C@@H]1OC(C)=O,-1,2
O=C(NC1CCCCC1)C1CCCN1C(=O)NCc1ccccc1 (configuration not stated),-6,14
O=C1c2ccccc2C(O)N1c1ccccc1 (configuration not stated),-5,7
# New compounds follow
SMILES,H9c2 TAG inh,H9c2 TAG inh DAPI viability
CC(NS(=O)(=O)c1ccc(OCC(=O)N2CCOCC2)c(Cl)c1)c1ccccc1 (configuration not stated),23,-6
NC(=O)NC(=O)COC(=O)CCSc1ccccc1,10,-9
CCN1CCN(C(=O)/C=C/c2ccc(F)cc2)CC1,-9,8
COc1ccc(-n2c(SCC(=O)Nc3cc(C)on3)nc3c(c2=O)SC(C)C3)cc1 (configuration not stated),-9,8
NC(=O)C1CCN(c2ccc([N+](=O)[O-])cc2Cl)CC1,8,-7
N#Cc1ccccc1CSc1nc(N)cc(N)n1,6,-2
CC1=CC(C)(C)N2C(=O)C3(C(C#N)=C(N)Oc4cc(C)oc(=O)c43)c3cc(C)cc1c32 (configuration not stated),-3,4
Cn1sc(=O)c2cc(S(=O)(=O)NC3CC3)ccc21,10,0
COc1cccc(CNC(=O)CSc2nc(=O)n(Cc3ccncc3)c3c2CCC3)c1,2,4
Cc1nn(-c2ccccc2)c(Cl)c1/C=N/Nc1nnc(C)c(=O)[nH]1,2,9
COC(=O)c1ccc(C(=S)N2CCCCC2)cc1,-5,-2
O=C(CSc1n[nH]c(-c2ccccc2)n1)NC1CCCCC1,-15,6
Cc1ccc(C(Sc2ccccc2)C(Cn2cncn2)C(=O)c2ccccc2)cc1 (configuration not stated),6,-4
CCOc1cc(CNCCc2ccc(S(N)(=O)=O)cc2)ccc1OCC(=O)NC(C)(C)C,1,-4
Cc1cccc2c3c([nH]c12)CCNC3,3,9
O=C(NC1CC1)c1cc(Cl)nc2ccccc12,-17,1
S=C(NCCc1ccccn1)Nc1ccccc1Cl,-10,8
C/C(=N\NC(=O)COc1ccc(C)cc1[N+](=O)[O-])c1cccs1,-9,1
Cc1ccc(NS(=O)(=O)c2cccc(C(=O)N/N=C/c3ccc4c(c3)OCCO4)c2)c(C)c1,-11,7
O=C(CN1C(=O)COc2ccccc21)N1CCc2ccccc21,-8,5
Fc1ccccc1COc1ccc(Br)cc1CNCc1ccncc1,-9,22
COC(=O)c1ccccc1NC(=O)CSc1nnc(-c2ccncc2)o1,-3,8
N#CCCn1cc(C(N)=O)c(-c2cccs2)n1,1,5
O=C1C2CC(O)CN2C(=S)N1Cc1ccccc1 (configuration not stated),-6,10
O=C(NCc1ccc2c(c1)OCO2)c1ccc(C2SCC(=O)N2Cc2ccco2)cc1 (configuration not stated),-3,-2

# One compound at a time, from the list above. Values in the order: H9c2 TAG inh, H9c2 TAG inh DAPI viability
# Results for O=C(CN1C(=O)COc2ccccc21)N1CCc2ccccc21 = -8, 5
# Results for N#CCCn1cc(C(N)=O)c(-c2cccs2)n1 = 1, 5
# Results for Cn1sc(=O)c2cc(S(=O)(=O)NC3CC3)ccc21 = 10, 0
# Results for O=C(NCc1ccc2c(c1)OCO2)c1ccc(C2SCC(=O)N2Cc2ccco2)cc1 (configuration not stated) = -3, -2
# Results for Cc1ccc(NS(=O)(=O)c2cccc(C(=O)N/N=C/c3ccc4c(c3)OCCO4)c2)c(C)c1 = -11, 7

# New compounds follow.
SMILES,H9c2 TAG inh,H9c2 TAG inh DAPI viability
COc1ccc(CCNCc2csc3nc4ccccc4n23)cc1OC,-41,-7
CN(C)CCC(O)(c1ccccc1)c1ccccc1Cl (configuration not stated),-3,-7
Cc1c(NC(=O)c2ccc(N(Cc3ccccc3)S(C)(=O)=O)cc2)c(=O)n(-c2ccccc2)n1C,7,-6
COc1ccccc1CNC(=O)COC(=O)CCN=C1NS(=O)(=O)c2ccccc21,6,-7
CCCCNC(=O)[C@H](Cc1c[nH]c2ccccc12)NC(=O)c1ccccc1Cl,1,1
COc1ccccc1OCc1nnc(SCC(=O)N2CCCCC2)n1-c1ccccc1,5,7
O=C1OC(c2ccc3ccccc3c2O)(c2ccc3ccccc3c2O)c2ccccc21,-16,1
COc1cc(-c2nnc(COC(=O)CSc3cc(C)c4ccccc4n3)o2)cc(OC)c1OC,2,9
Cc1onc(-c2ccccc2)c1C(=O)NNC(=O)c1ccccc1Br,8,-5
COc1cc(NC(=O)c2cc3cccc(OC)c3o2)cc(C(=O)Nc2cccc(C(F)(F)F)c2)c1,55*,15*
Cc1sc2ncnc(N3CCC(C(=O)NNC(=O)c4ccc(Cl)cc4)CC3)c2c1C,-19,2
CCCn1nc(NS(=O)(=O)c2ccccc2)c2cc3ccccc3nc21,5,0
CNC(=O)C[C@H]1C(=O)N(Cc2ccccc2)C[C@@H]1C,4,-4
N/C(CCS(=O)(=O)c1ccc(Cl)cc1)=N\OC(=O)c1ccccc1Cl,6,3
Cc1ccccc1-n1nc2c(c1NC(=O)C1CC1)CS(=O)(=O)C2,-6,6
CCOC(=O)[C@H]1[C@H]2COc3ccc(Br)cc3[C@H]2N2C(=O)CN(CCc3c[nH]c4ccccc34)C(=O)[C@@]12C,14,-3
CN(CC(=O)Nc1cccc(F)c1)C(=O)c1ccc2c(c1)S(=O)(=O)N=C1CCCCCN12,8,6
CCNC(=S)N/N=C(\C)c1cccc(C(F)(F)F)c1,7,1
COc1ccc(OCc2nnc3n2N=C(c2ccc(Br)cc2)CS3)cc1,-2,0
O=C(CN1CCCC1)Nc1cccc(Cl)c1Cl,3,-2
COCC(=O)N(Cc1ccco1)c1nnc(C2CCOC2)s1 (configuration not stated),-4,7
CC(C)(C)OC(=O)N[C@@H](C(=O)OC(C)(C)C)c1ccc2ccccc2c1,11,4
Cc1ncc(CN2CCCC(C(=O)Nc3ccc(-c4cccc(F)c4)cc3)C2)n1C (configuration not stated),-3,11
COc1ccccc1N(C)S(=O)(=O)c1ccc(C(=O)NCC(C)C)cc1,4,-11
COCCC(=O)N1CCC(Oc2ccc(C(=O)NCCCC3CCCC3)cc2)CC1,3,-4

# Of the compounds above, four have a cyano group.
SMILES,H9c2 TAG inh,H9c2 TAG inh DAPI viability
COc1ccc2cc(C#N)c(SCC(=O)N3CCCC3)nc2c1,11,6
N#Cc1ccccc1CSc1nc(N)cc(N)n1,6,-2
CC1=CC(C)(C)N2C(=O)C3(C(C#N)=C(N)Oc4cc(C)oc(=O)c43)c3cc(C)cc1c32 (configuration not stated),-3,4
N#CCCn1cc(C(N)=O)c(-c2cccs2)n1,1,5

# Further records
SMILES,H9c2 TAG inh,H9c2 TAG inh DAPI viability
CC(C(=O)O)C(=O)O,14,-12
COc1ccccc1CNc1nc2nc3c(c(=O)n2[nH]1)CCC3,3,-7
O=C(CN(CC1CCCO1)C(=O)CCC(=O)Nc1nccs1)NCc1ccccc1 (configuration not stated),-2,-10
CC[C@@H](C)[C@H](NS(=O)(=O)c1ccc(C)cc1)C(=O)N1CCC(C(=O)NCC(=O)O)CC1,17,-10
CCc1cc(-c2nnn(CCC3COCCO3)c2CC)cc(CC)c1-c1cn(Cc2ccccc2)nn1 (configuration not stated),-8,-2
COc1cccc(NC(=O)C(=O)NCC(c2ccco2)N2CCc3ccccc3C2)c1 (configuration not stated),5,-1
COc1ccc(Nc2nc(N3CCCC3)c3ccccc3n2)cc1,-22,7
CC(=O)c1cccc(NC(=O)Nc2csc3c2CCCC3)c1,-6,-6
Cc1ccc(N(CC(=O)NC2CCCC2)C(=O)c2ccc(C)s2)cc1,-12,-12
COC(=O)c1cc2ccccc2oc1=O,5,7
C[C@@]12CCC=C[C@H]1[C@H](c1ccc(C(F)(F)F)cc1)N(Cc1ccccc1)C2=O,-3,0
OCCN(CC#CC(O)(c1ccccc1)c1ccccc1)CCO,0,5
Cc1nc(NCc2ccco2)c(C#N)c2c1COC(C)(C)C2,-13,3
CCOC(=O)N1CCC(NS(=O)(=O)c2ccc3c(c2)C(C)(C)C(=O)N3C)CC1,7,-8

# Filtered by structure: those above with a tert-butyl group
SMILES,H9c2 TAG inh,H9c2 TAG inh DAPI viability
C=CC[C@H](CC(=O)NCCO)C(=O)NCCOC(=O)[C@@H](CC=C)CC(=O)OC(C)(C)C,-1,9
CCOc1cc(CNCCc2ccc(S(N)(=O)=O)cc2)ccc1OCC(=O)NC(C)(C)C,1,-4
CC(C)(C)OC(=O)N[C@@H](C(=O)OC(C)(C)C)c1ccc2ccccc2c1,11,4

# Not all compounds are listed. The share of hits here may be higher or lower than overall.
